Bioassay records: PubChem, Broad Institute
GSIS activator: primary screen for activators of insulin secretion dependent on glucose, INS-1E cells, GLuc reporter luminescence | INS-1E GLuc reporter insulin secretion, 2-3 h | activation, % at 16.6 µM | 0.61% of 370,000 active | AID 743287;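 active = lowest replicate activation of at least 40%, so every replicate reaches that level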;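 also: 0% = median of neutral control wells and 100% = median of IBMX positive control wells; some compounds called inactive have numbers as strong as hits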
ARNT TACC3 PPI: ARNT/TACC3 interaction disruption; Q9Y6A5; AlphaScreen His-ARNT PAS-B/GST-TACC3 binding, luminescence; TACC3 fragment carries E629A point mutation; inhibition, % at 9.99 µM; 0.66% of 390,000 active; AID 623870;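 active = mean inhibition of replicates at least 50% and at least half of replicates each reaching 50%; inconclusive = half or more replicates reach 50% but mean below 50%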;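 also: 0% = complete ARNT plus TACC3 wells and 100% = ARNT alone without TACC3; many hits fall short of the cut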
DENV2 CPE rescue: DENV2-induced cell death inhibition; DENV2-infected cells, cytopathic effect rescue, plate reader; CPE inhibition, % at 9.99 µM; 1.7% of 350,000 active; AID 651640; in the data active = CPE inhibition above about 20%, passing the limit was not always enough; inconclusive = no clear call, values can overlap the other calls; tested in BHK-21 cells;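 also: 0% = median of neutral control wells and 100% = median of positive control wells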
F508del corr: CFTR F508del correction in bronchial cells; activity (quench increase), % at 7.58 µM; 0.36% of 350,000 active; CFBE cells, YFP halide quenching; stimulated with forskolin plus potentiator P3; % fluorescence drop versus neutral controls; AID 720511;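 active = mean added fluorescence quench of at least 8% versus neutral control, with both replicates also reaching 8%; inconclusive = only one of the mean or replicate conditions met; inactive = mean below 8% and not both replicates reaching 8%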;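 also: cells transiently co-express mutant CFTR-F508del with the halide-sensitive YFP; corrector assay measuring rescue of mutant channel to the surface after 24 h compound exposure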
PAX8 inh HTS: lowers PAX8-driven luciferase in RMG-I cells. RMG-I TPO-luciferase reporter, SteadyGlo, 24 h. inhibition, % at 12.6 µM. 1.2% of 360,000 active. AID 652154;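 active = mean replicate inhibition at least 60% with every replicate also reaching 60%; inconclusive = only one of the two criteria is met; inactive = mean below 60% and not all replicates reaching 60%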;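 also: luciferase light reporting Pax8 driven TPO promoter activity; plate controls were median of neutral control wells for no effect and mitoxantrone controls for full effect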
EWS-Fli inh: inhibitors of EWS/Fli oncoprotein transcriptional activity; inhibition, % at 12.6 µM; AID 651661; 0.67% of 350,000 active; A673 NR0B1-luciferase reporter, viability-normalised;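 active = mean inhibition of at least 50% after viability correction, with every replicate also passing that limit; inconclusive = mean reaches 50% but only one of two replicates passes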;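 also: firefly luciferase signal divided by Alamar Blue viability fluorescence both relative to DMSO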
ERp5 block: inhibitors of human ERp5 | AID 651711 | ERp5 insulin aggregation, absorbance 650 nm, 90 min | 0.05% of 350,000 active | inhibition, % at 9.99 µM | Q15084;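 active = mean replicate inhibition above about 25%, with every replicate also reaching it, limit read from the data, passing the limit was not always enough; inconclusive = only one of those two criteria met; inactive = neither criterion met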
Target sequence (Q15084 whole entry, looked up): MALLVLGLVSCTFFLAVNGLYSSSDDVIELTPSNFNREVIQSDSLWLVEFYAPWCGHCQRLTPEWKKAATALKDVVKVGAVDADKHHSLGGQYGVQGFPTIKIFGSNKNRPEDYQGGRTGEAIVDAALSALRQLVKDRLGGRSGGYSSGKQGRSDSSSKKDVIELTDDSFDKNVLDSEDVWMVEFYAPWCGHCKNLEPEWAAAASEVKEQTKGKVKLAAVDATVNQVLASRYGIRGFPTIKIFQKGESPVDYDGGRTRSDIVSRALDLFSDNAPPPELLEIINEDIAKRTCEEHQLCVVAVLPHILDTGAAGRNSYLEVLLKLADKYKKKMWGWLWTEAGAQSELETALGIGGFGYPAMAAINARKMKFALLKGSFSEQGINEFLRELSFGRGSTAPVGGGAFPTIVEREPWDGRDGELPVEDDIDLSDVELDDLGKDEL
Xi reactivation: X-chromosome reactivation activator. XiGFP mouse fibroblasts, % GFP-positive cells imaging, 3 d; cells co-treated with 5-aza-dC sensitizer; scaled so ellipticine positive control = 100%. activation, % at 7.58 µM. 0.055% of 360,000 active;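 active = mean normalized replicate activation at least 10% and every replicate at or above 10%; inconclusive = only one of the two criteria met; inactive = mean below 10% and not all replicates reach 10%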;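 also: 0% = median of on-plate neutral control wells and 100% = ellipticine 6 µM median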
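assay system = SV40-immortalized XiGFP fibroblast cells, line 68-5-11 | buffer or medium = DMEM plus 5-aza-dC sensitizer | doses = single-point pinned compound dosing | times = 3-day compound exposure, then 15 min fixation at room temperature | benchmarks = positive control ellipticine, 6 µM final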
Starred values were filed as active, the others as inactive; ? = inconclusive; . = no result given; & = joins results of further samples; ! = not active in a repeat.

SMILES | GSIS activator | ARNT TACC3 PPI | DENV2 CPE rescue | F508del corr | PAX8 inh HTS | EWS-Fli inh | ERp5 block | Xi reactivation
CCOC(=O)c1[nH]c2ccc(OC)cc2c1NC(=S)N1CCN(c2ccccn2)CC1 | 8 | 1 | -2 | -0.7 | -5 | 10 | 2 | 0.3
O=C(CC(=O)N1CCOCC1)N1CCOCC1 | 7 | 5 | 1 | -2.1 | -2 | 4 | 1 | 0.2
CN(C)S(=O)(=O)c1cccc(C(=O)NCC(=O)NC2CCN(Cc3ccccc3)CC2)c1 | -1 | -3 | 1 | -1.8 | 10 | 6 | 0 | 0.0
CS(=O)(=O)N1CCCCN2[C@H](CO)[C@H](c3ccc(-c4cccc(C#N)c4)cc3)[C@@H]2C1 | 14 | -9 | -12 | -0.2 | 18 | -7 | -4 | 0.0
COc1ccccc1-c1ccc2n(c1=O)C[C@H]1[C@H](CO)[C@@H](C(=O)N3CCCCC3)[C@@H]2N1CC1CC1 | 7 | -3 | 18 | -1.8 | 2 | -3 | -5 | 0.1
CCOC(=O)c1c(NC(=O)c2ccc(S(=O)(=O)N3CCOCC3)cc2)sc2c1CC(C)(C)NC2(C)C | 6 | 0 | -6 | -1.1 | -2 | 15 | -19 | -0.1
COc1cc(NC(=O)CSc2nnnn2Cc2ccccc2)cc(OC)c1 | 10 | 7 | -1 | -0.2 | 17 | 6 | 5 | 0.0
CC(OC(=O)c1cccnc1)C(=O)Nc1ccc2c(c1)OCO2 (stereo not drawn) | -5 | -4 | -10 | -2.5 | -5 | 6 | -1 | -0.1
C[C@H]1CCCCO[C@H](CN(C)C(=O)Nc2ccc(C(F)(F)F)cc2)[C@@H](C)CN([C@@H](C)CO)C(=O)c2cc(NC(=O)Nc3ccc(C(F)(F)F)cc3)ccc2O1 | 1 | -15 | -6 | -1.3 | 8 | -12 | . | 0.1
CCC(=O)N1CCC1(C)C(=O)Nc1ccc2scnc2c1 (stereo not drawn) | -2 | . | 8 | -2.5 | 6 | -27 | -3 | -0.1
COc1ccccc1NC(=O)N1C[C@@H]2N[C@H](C1)C2c1ccc(-c2cccc(C#N)c2)cc1 (stereo partly drawn) | -24&-15 | . | 13&-3 | 1.8&1.7 | 17&13 | 53*! | . | 0.0&0.0
CCC1(C)CC2(CCCN(CCC(O)(c3ccccc3)c3ccccc3)C2)CCO1 (stereo not drawn) | -20 | 14 | -6 | 2.8 | -17 | 14 | -5 | 0.3
NCC(c1ccccc1)c1c[nH]c2ccccc12 (stereo not drawn) | -4 | -18 | -1 | 1.6 | -3 | -10 | -3 | 0.4
COCC(=O)N1[C@H](C#N)[C@@H](c2ccccc2-c2cccc(F)c2)[C@H]1CO | -5 | . | -15 | -0.6 | -29 | 0 | 3 | 0.0
Clc1ccccc1OCc1nnc(-c2ccccc2)o1 | -1 | -12 | 3 | -0.7 | -139 | -49 | -6 | -0.1
CS(=O)(=O)c1cccc(NC(=O)c2ccc(Cl)c(Cl)c2)c1 | 5 | -1 | -3 | 5.1 | -24 | 0 | 0 | 0.1
COc1ccc(C(=O)Nc2c(C)cc(C)cc2C)cc1OC | -1 | -3 | ? | -0.2 | 19 | 9 | -9 | 0.0
COCCNC(=O)/C(C#N)=C/c1cccc(OCc2ccccc2)c1 | -12 | -4 | 0 | -0.9 | -9 | -20 | 8 | 0.3
CCCCC(=O)N(C)c1c(CC)nc2c(OCC(=O)C(C)(C)C)cccn12 | 3 | . | 1 | -1.6 | -17 | -2 | 3 | 0.0
COc1ccc2c(c1)c1ncn(CC3CCCO3)c(=O)c1n2C (stereo not drawn) | . | 1 | -4 | 3.1 | -14 | -3 | . | 0.3
COC(=O)[C@]1(C)N[C@H](CN(C)S(=O)(=O)c2ccc(OC(F)(F)F)cc2)[C@@H]2C(=O)N(C)C(=O)[C@@H]21 | . | -4 | -10 | -0.4 | -19 | 5 | 34* | 0.2
COc1ccc(C(NC(=O)C2CCN(Cc3ccc(Oc4ccccc4)cc3)CC2)c2ccccc2C)cn1 (stereo not drawn) | -29 | . | 15 | 2.0 | 63* | 30 | 3 | 0.3
CCCN1/C(=C(\C#N)C2=NS(=O)(=O)c3ccccc32)N(C)c2ccccc21 | 6 | -4 | -3 | 0.3 | . | 2 | 6 | 0.0
C[C@H](NC(=O)C[C@@H]1CC[C@@H](NC(=O)C2CCOCC2)[C@H](CO)O1)c1ccccc1 | -5 | -1 | -4 | 2.7 | -4 | -2 | -6 | 0.1
CCOc1ccc(NC(=S)NCc2ccco2)cc1 | 5 | 8 | 10 | -2.4 | -18 | -16 | -6 | 0.0
Cc1noc(/C=C/c2cccnc2)c1[N+](=O)[O-] | -40 | -3 | 6 | -1.5 | 19 | 20 | 1 | 0.0
OC(CNCCC1C=Nc2ccccc21)Cn1c2ccc(Cl)cc2c2cc(Cl)ccc21 (stereo not drawn) | 647* | 10 | . | . | -11 | . | . | -0.1
O=C(O)CCCN1C(=O)C2C3c4ccccc4C(c4ccccc43)[C@@H]2C1=O (stereo partly drawn) | 45* | -3 | -2 | -0.6 | -13 | -1 | 2 | 0.3
CC(C)[C@H](NS(=O)(=O)c1ccccc1)C(=O)OCC(=O)Nc1cccc(S(N)(=O)=O)c1 | . | -4 | 5 | 0.4 | -3 | -1 | -3 | -0.1
Cc1ccsc1C(=O)N(CC(C)C)c1c(N)n(Cc2ccccc2)c(=O)[nH]c1=O | 11 | -11 | 3 | 0.2 | 22 | . | 4 | 0.2
COc1ccc(/C=N/NC(=O)c2ccc[nH]2)cc1 | 8 | 3 | 4 | -2.1 | -105 | -97 | -6 | 0.0
COc1ccc(/C(C)=N/N=C(N)N)c(OC)c1 | 9 | -4 | 4 | 1.3 | 9 | 2 | -4 | 0.8
CN(CC1CCOCC1)C(=O)CC1C(=O)NCCN1Cc1cccc(Oc2ccccc2)c1 (stereo not drawn) | 1 | . | . | -1.8 | 11 | 5 | 5 | 0.0
CS(=O)(=O)N(CC(=O)Nc1ccc(S(=O)(=O)N2CCCC2)cc1)c1ccccc1 | -12 | 6 | -2 | 1.8 | 17 | -3 | 13 | 0.0
Cc1noc(C)c1NC(=O)Nc1ccc2c(c1)C(=O)N([C@H](C)CO)C[C@H](C)[C@@H](CN(C)C(=O)C1CCCCC1)OCCCC[C@H](C)O2 | 7 | -9 | 1 | -1.4 | 8 | 1 | -1 | -0.1
O=C(NC1CCCC1)C1CC(O)CN1C(=O)Nc1ccccc1 (stereo not drawn) | 26 | -15 | -3 | -2.8 | 9 | -6 | 2 | 0.1
CSc1nc2c(c(=O)[nH]1)C(c1cccc(Cl)c1Cl)CC(=O)N2 (stereo not drawn) | 11 | . | -1 | 0.1 | 0 | -3 | -6 | 0.0
N=c1c(S(=O)(=O)c2ccc(Br)cc2)cc2c(=O)n3ccccc3nc2n1CCN1CCOCC1 | 2 | 24 | -1 | -1.9 | -12 | 4 | 3 | 0.0
CC(=O)C1=C(O)C(=O)N(CCc2c[nH]c3ccccc23)C1c1ccc(C)cc1 (stereo not drawn) | -21 | -2 | -4 | -0.3 | -9 | -2 | 4 | 0.0
Cc1cccc(NC(=O)c2ncn3c2C(=O)N[C@H](C)C3)c1 | 19 | . | -4 | -2.9 | 1 | 14 | 4 | 0.4
CCOC(=O)c1c(C2CC2)csc1NC(=O)COC(=O)CCS(=O)(=O)c1ccc(C)cc1 | 7 | -4 | -2 | 0.7 | 10 | -4 | 1 | 0.1
O=C(COC(=O)CNS(=O)(=O)c1cccc(Br)c1)NC(=O)Nc1ccc2c(c1)OCCO2 | 10 | 1 | 5 | . | -32 | -10 | ? | 0.5
O=C(CN1C(=O)c2ccccc2C1=O)NC1CCCCCC1 | -1 | -9 | 0 | -1.4 | -18 | 7 | 2 | 0.2
COCc1cc(C)nc(OCC(=O)N/N=C/c2ccc(C)cc2)c1C#N | . | -12 | -4 | 2.7 | 5 | 3 | . | 0.1
C[C@@H]1CCCCO[C@H](CN(C)C(=O)CCCN(C)C)[C@@H](C)CN([C@H](C)CO)C(=O)c2cc(NC(=O)Nc3ccccc3)ccc2O1 | 25 | -4 | 1 | 0.5 | -23 | -2 | -2 | 0.2
Cc1cc(=O)n2nc(N3CCCC(C(=O)NCCc4ccc(Cl)cc4)C3)sc2n1 (stereo not drawn) | -2 | 3 | 14 | 0.3 | 15 | . | -3 | -0.1
C[C@H](CO)N1C[C@H](C)[C@@H](CN(C)C(=O)Nc2cccc3ccccc23)Oc2ccc(NC(=O)Nc3ccc(F)cc3)cc2C1=O | -5 | -17 | -6 | -0.1 | 3 | -1 | -4 | 0.1
COc1ccc2c3c(n(C)c2c1)[C@@H](CO)N(Cc1ccccc1)CC31CCN(S(C)(=O)=O)CC1 | 14 | . | -5 | -1.9 | . | 17 | 2 | 0.3
Cc1ccc(NC(=O)CSc2sc3c(O)cc(=O)[nH]c3c2C#N)cc1C | 42 | -5 | -4 | 1.3 | 7 | -8 | -4 | 0.2
Cc1ccc(C)c(OCC(=O)OCc2csc(CC(=O)Nc3ccccc3C)n2)c1 | 1 | . | 1 | -0.2 | 23 | 9 | -9 | -0.1
The results go on:
SMILES | GSIS activator | ARNT TACC3 PPI | DENV2 CPE rescue | F508del corr | PAX8 inh HTS | EWS-Fli inh | ERp5 block | Xi reactivation
CCCCN(CC)CCCNC(=O)c1cc2cc3ccc(C)cc3nc2o1 | -6 | . | 5 | 1.2 | -18 | 18 | 2 | 0.1
CNC[C@@H]1Oc2ncc(-c3cc4ccccc4o3)cc2C(=O)N([C@H](C)CO)C[C@@H]1C | -10 | 20 | 1 | -1.1 | -18 | -9 | 2 | -0.1
COCCNC(=O)c1cc(-c2cccs2)on1 | 3 | 0 | -13 | -1.4 | -8 | -50 | 1 | 0.2
CCCN(C(=O)c1cccc(S(=O)(=O)N2CCCc3ccccc32)c1)C1CCS(=O)(=O)C1 (stereo not drawn) | -3 | -6 | 5 | 1.8 | 18 | -4 | 1 | -0.1
O=C(NCc1ccccn1)c1ccc(OC2CCN(Cc3ccc(CO)o3)CC2)cc1 | -4 | -3 | -10 | -1.4 | 5 | 3 | -19 | 0.4
CC1(C(=O)Nc2ccc3c(c2)OCCO3)CCC(=O)N1C1CCN(Cc2ccccc2)CC1 (stereo not drawn) | 5 | . | 3 | 3.5 | -4 | -12 | 0 | 0.6
COc1ccccc1N1CCN(C(=O)c2cc(-c3ccccc3O)on2)CC1 | . | -1 | -4 | -1.7 | 2 | -9 | -5 | 0.1
CCc1ccc(CN(C)Cc2nc(Cc3ccccc3)no2)nc1 | -1 | 16 | -6 | 0.9 | 7 | 5 | -3 | 0.2
CCN(c1ccccc1)S(=O)(=O)c1ccc(Oc2ccccc2)c(N)c1 | . | -3 | ? | 0.1 | 3 | 4 | 3 | 0.1

Compounds shown so far that contain a CF3 group (two):
SMILES | GSIS activator | ARNT TACC3 PPI | DENV2 CPE rescue | F508del corr | PAX8 inh HTS | EWS-Fli inh | ERp5 block | Xi reactivation
C[C@H]1CCCCO[C@H](CN(C)C(=O)Nc2ccc(C(F)(F)F)cc2)[C@@H](C)CN([C@@H](C)CO)C(=O)c2cc(NC(=O)Nc3ccc(C(F)(F)F)cc3)ccc2O1 | 1 | -15 | -6 | -1.3 | 8 | -12 | . | 0.1
COC(=O)[C@]1(C)N[C@H](CN(C)S(=O)(=O)c2ccc(OC(F)(F)F)cc2)[C@@H]2C(=O)N(C)C(=O)[C@@H]21 | . | -4 | -10 | -0.4 | -19 | 5 | 34* | 0.2
